INS promoter inh = inhibitors of insulin promoter-driven GFP, primary screen, imaging, TRM-6 cells (human fetal islet line), eGFP reporter, cell count; reporter expression induced with tamoxifen; inhibition, % at 2 µM; 130,000 tested, 0.9% active; AID 1273, 2008;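 active means inhibition above the mean plus 3 SD, with well images judged a real hit on visual review, cut at about 60% in these data, passing the limit was not always enough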
sdo1 growth = growth rescue of sdo1-depleted yeast, primary screen, S. cerevisiae, bone marrow failure model; z-score at 10 µM; S. cerevisiae sdo1-depleted JHY4D growth rescue, OD600 30 h; hits give high values; pdr5 snq2 efflux-pump mutant strain; 140,000 tested, 0.21% active; AID 817, 2007;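 active means z-score above 3 at both the 24 hr and the 30 hr optical density reads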;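 further: z-score against mean and SD of all compound wells on the same plate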
sdo1 growth Rescue 24 h = further read-out of sdo1 growth, marked with its call; z-score; S. cerevisiae sdo1-depleted JHY4D growth rescue, OD600; measured here: growth rescue at 24 h;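 0 is the plate mean of compound wells and units are plate SD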
* marks the source's active call; other numbers are inactive results; . = not tested or not shown. An excerpt. The share of hits here may be higher or lower than overall.

1: COc1cc(N2CCOCC2)ccc1/C=C1\C(=O)NC(=O)N(C2CCCCC2)C1=O
2: COc1ccc(C(=O)N2CCCC2=O)cc1
3: CC(=NCCN1CCOCC1)c1c(O)n(Cc2ccccc2)c(=O)[nH]c1=O
4: C/C(=N\Nc1ccccc1)c1c(O)n(C)c(=O)n(C)c1=O
5: Nc1c(C(=O)NCc2ccco2)c2nc3ccccc3nc2n1CCN1CCOCC1
6: Cc1cc(C=C2C(=O)NC(=O)NC2=O)c(C)n1-c1ccc2c(c1)OCO2
7: CSC(=Nc1ccccc1)c1c(O)n(C)c(=O)n(C)c1=O
8: CCOP(=O)(OCC)C(NC(=O)CC(C)C)C(Cl)(Cl)Cl (stereo unspecified)
assay / entry	1	2	3	4	5	6	7	8
INS promoter inh	-3.3	-4.8	-51.4	.	19.4	.	.	-57.1
sdo1 growth	0.98	0.92	1.24	-0.75	0.5	0.17	0.52	.
sdo1 growth Rescue 24 h	0.79	0.04	0.63	-1.23	-0.95	-0.33	0.27	.

Structures listed so far containing a carbonyl joined to an NH by a bond outside any ring (two):
5: Nc1c(C(=O)NCc2ccco2)c2nc3ccccc3nc2n1CCN1CCOCC1
8: CCOP(=O)(OCC)C(NC(=O)CC(C)C)C(Cl)(Cl)Cl (stereo unspecified)
assay / entry	5	8
INS promoter inh	19.4	-57.1
sdo1 growth	0.5	.
sdo1 growth Rescue 24 h	-0.95	.

New compounds follow:
9: O=C(NCc1ccc(C(=O)N2CCC3(CC2)OCCO3)cc1)c1cccc(Br)c1
10: CN1CCN(c2c(N)c(=O)oc3ccccc23)CC1
11: CCN(CC)CCN1Cc2ccccc2C1=N
12: N#Cc1cc2c(nc1SCC(=O)Nc1cc(Cl)cc(Cl)c1)C1CCN2CC1
13: Brc1ccc2[nH]cc(/C=N/N3CCCCC3)c2c1
14: Cn1c(O)c(C=NCCOc2ccc(Cl)cc2)c(=O)n(C)c1=O
15: CCOC(=O)N(c1ccccc1)P1(=S)OCC(C)O1 (stereo unspecified)
16: COC(=O)C(O)(c1ccc(N=Cc2ccccc2O)c(C)c1)C(F)(F)F (stereo unspecified)
assay / entry	9	10	11	12	13	14	15	16
INS promoter inh	-226.7	6.5	0.0	41.7	-78.6	-67.7	9.1	5.7
sdo1 growth	0.65	0.04	0.99	0.56	-0.59	0.82	-0.73	0.04
sdo1 growth Rescue 24 h	-0.28	-0.29	0.37	2.24	-0.57	0.63	-1.25	-0.31

Record cards (already shown). Screens in order: INS promoter inh, sdo1 growth, sdo1 growth Rescue 24 h
Brc1ccc2[nH]cc(/C=N/N3CCCCC3)c2c1 is entered as -78.6, -0.59, -0.57
O=C(NCc1ccc(C(=O)N2CCC3(CC2)OCCO3)cc1)c1cccc(Br)c1 is entered as -226.7, 0.65, -0.28

New compounds follow:
17: O=C1NC(=O)C(=CN2CCc3ccccc32)C(=O)N1
18: CCOc1cc(/C=C2/C(=O)NC(=O)N(c3ccc(CC)cc3)C2=O)ccc1OC(=O)c1cccs1
19: S=C(c1ccc(Cl)cc1)N1CCOCC1
20: CCOC(=O)c1[nH]c(C)c(C(=O)N2CCC3(CC2)OCCO3)c1C
21: COc1ccc(OCC(=O)N2CCN(Cc3ccc(SC)cc3)CC2)cc1
22: Clc1ccc2c(c1)C(OC1CN3CCC1CC3)c1ccccc1CS2 (stereo unspecified)
23: Cc1cccc(NP(=O)(Oc2ccccc2F)Oc2ccccc2F)c1
24: CN(C)CP(=O)(O)CN(C)C=O
assay / entry	17	18	19	20	21	22	23	24
INS promoter inh	15.4	22.2	-74.2	.	37.5	0.0	-31.0	-9.1
sdo1 growth	0.86	0.49	1.06	1.19	.	-1.44	-0.96	1.32
sdo1 growth Rescue 24 h	-0.11	-0.36	0	1	.	-1.63	-0.56	0.24

Down the list, from the results shown.
sdo1 growth Rescue 24 h, entries 1–10: 0.79, 0.04, 0.63, -1.23, -0.95, -0.33, 0.27, ., -0.28, -0.29
sdo1 growth, entries 1–10: 0.98, 0.92, 1.24, -0.75, 0.5, 0.17, 0.52, ., 0.65, 0.04
INS promoter inh, entries 1–10: -3.3, -4.8, -51.4, ., 19.4, ., ., -57.1, -226.7, 6.5
